Screens as filed in PubChem.
Rtt109 HAT inh = C. albicans Rtt109 histone acetyltransferase inhibition; Q5AAJ8; purified Rtt109/Vps75, ThioGlo CoA-SH fluorescence, 4 h; inhibition, % at 34.9 µM; 330,000 tested, 0.16% active;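 active means inhibition of at least 50% in every replicate; inconclusive means best replicate reaches 50% inhibition but some replicates fall short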
Target sequence (Q5AAJ8 whole entry, looked up): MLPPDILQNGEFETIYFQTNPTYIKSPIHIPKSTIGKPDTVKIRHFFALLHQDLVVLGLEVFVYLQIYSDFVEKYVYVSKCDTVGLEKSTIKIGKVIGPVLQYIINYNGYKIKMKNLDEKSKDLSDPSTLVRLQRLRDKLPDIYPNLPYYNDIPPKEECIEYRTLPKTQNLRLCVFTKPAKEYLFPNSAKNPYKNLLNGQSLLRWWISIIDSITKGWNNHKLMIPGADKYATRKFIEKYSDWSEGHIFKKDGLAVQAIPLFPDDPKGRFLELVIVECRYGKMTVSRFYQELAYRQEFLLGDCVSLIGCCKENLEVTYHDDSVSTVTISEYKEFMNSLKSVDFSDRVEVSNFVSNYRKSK
CAL PDZ FP-1 = blocks peptide binding to human CAL PDZ domain; purified CAL PDZ, TMR-peptide fluorescence polarization, 1 h; inhibition, % at 20 µM; 330,000 tested, 0.02% active; AID 504414;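 active means highest replicate inhibition of at least 40%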;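 further: plate controls were DMSO neutral control wells for no effect and unlabeled competitor peptide control wells for full effect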
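Material: tagged CAL PDZ protein CerCALP, purified; buffer or medium: sodium phosphate/NaCl buffer pH 7.4 with TCEP, IgG, Thesit; also added: fluorescent TMR peptide probe; schedule: 1 h incubation at room temperature before polarization reading; technique: fluorescence polarization from S- and P-plane intensities, G-factor corrected; control set: unlabelled peptide and DMSO controls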
MITF act = activators of MITF-driven TRPM1 promoter activity in SK-MEL-5 cells; SK-MEL-5 TRPM1-promoter luciferase, 24 h; % of positive control, neutral wells = 0; activation, % at 12.5 µM; AID 588334; 300,000 tested, 0.75% active;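 active means mean activation of at least 80% with every replicate also reaching 80%; inconclusive means mean reaches 80% but some replicate falls short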;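 further: 0% = neutral control wells and 100% = parthenolide positive control wells; values of inactives mirror those of a sister screen read the other way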
V-ATPase pH = regulators of yeast V-ATPase proton transport; AID 504577; response, % at 10 µM; S. cerevisiae, pHLuorin cytosolic pH fluorescence; 350,000 tested, 0.37% active; in the data active means response mostly above about 7.3%, no sharp cut-off; inactive means mostly below about 5.4%; further: actives read high; inactives centre near 0; some compounds called inactive have numbers as strong as hits
Wnt bcat act = activators of Wnt/beta-catenin signaling | Wnt/beta-catenin reporter cell assay, activator, plate reader | activation, % at 9.35 µM | 300,000 tested, 1.2% active | AID 743398; in the data active means activation above about 30%, passing the limit was not always enough; inconclusive means no clear call, values can overlap the other calls;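 further: 0% = neutral control wells and 100% = positive control wells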
CAL PDZ FP-2 = CAL PDZ (human) peptide binding inhibition; Q9HD26; purified CAL PDZ, TMR-peptide fluorescence polarization, 1 h; inhibition, % at 24.9 µM; 300,000 tested, 0.92% active; AID 602252;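 active means mean inhibition of at least 30% with at least half of replicates also reaching 30%; inconclusive means no clear call, values can overlap the other calls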;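 further: 0% = DMSO neutral control and 100% = excess unlabeled competitor peptide PRC23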
Tat transport = E. coli Tat transport inhibition. E. coli MC4100 TorA-mCherry Tat export, fluorescence. inhibition, % at 10 µM. 340,000 tested, 0.036% active. AID 488895;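 active means mean replicate inhibition at least 50% and at least half of replicates individually reaching 50%; inconclusive means only one of the two criteria met; inactive means neither criterion met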;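 further: exported cargo escapes ClpAP degradation while cytoplasmic cargo is degraded and loses fluorescence; 0% = median of neutral control wells and 100% = median of NaSCN control wells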
CDK5 p35 inh = CDK5/p35 (human) kinase inhibition; Q00535+Q15078; Recombinant CDK5/p35, ADP-Glo luminescence, 60 min; inhibition, % at 10 µM; 330,000 tested, 0.01% active;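 active means highest replicate inhibition of at least 50% and at least 75% of replicates reaching 50%; inconclusive means only one of the two criteria met; inactive means both criteria failed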;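 further: plate controls were DMSO neutral control for no effect and GW8510 at 10 µM for full effect; many of its hits are not listed in these tables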
Target sequence (Q00535 whole entry, looked up): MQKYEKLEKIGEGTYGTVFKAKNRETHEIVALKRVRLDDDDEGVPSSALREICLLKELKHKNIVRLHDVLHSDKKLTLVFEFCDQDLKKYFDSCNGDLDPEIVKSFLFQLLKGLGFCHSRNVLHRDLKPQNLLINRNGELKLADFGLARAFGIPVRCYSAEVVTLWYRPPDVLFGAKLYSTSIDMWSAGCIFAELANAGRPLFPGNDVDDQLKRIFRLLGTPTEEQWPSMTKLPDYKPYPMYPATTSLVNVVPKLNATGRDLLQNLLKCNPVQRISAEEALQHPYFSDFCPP
Target sequence (Q15078 whole entry, looked up): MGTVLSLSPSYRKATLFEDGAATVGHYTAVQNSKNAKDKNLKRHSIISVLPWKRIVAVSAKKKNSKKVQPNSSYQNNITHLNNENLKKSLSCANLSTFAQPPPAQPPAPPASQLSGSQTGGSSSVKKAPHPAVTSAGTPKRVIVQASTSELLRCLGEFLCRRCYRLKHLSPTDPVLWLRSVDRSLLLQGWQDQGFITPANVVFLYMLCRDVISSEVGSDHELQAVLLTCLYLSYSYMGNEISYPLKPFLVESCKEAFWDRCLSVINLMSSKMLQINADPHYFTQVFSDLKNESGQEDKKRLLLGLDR
cardiac RTF act = cardiac RTF calcium sensitization; P19429+P45379; IANBD-labeled TnC RTF fluorescence at EC20 calcium; 0% EC20 calcium, 100% full calcium; activation, % at 7.2 µM; 340,000 tested, 0.24% active;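 active means activation above the mean over all tested compounds plus 3 SD, cut at about 30% in these data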;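 further: rise in fluorescence read as greater calcium sensitivity of cardiac thin filaments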
dFosB activator = activators of mouse delta FosB homodimer; P13346; activation, % at 25 µM; purified delta FosB, TAMRA-CDK5 oligo fluorescence polarization; percent of positive-control signal above neutral wells; 340,000 tested, 0.99% active; AID 493131;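 active means mean activation above about 17%, with every replicate also reaching it, limit read from the data, passing the limit was not always enough; inconclusive means only one of the two conditions met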;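 further: fluorescence polarization rise as delta FosB binds a TAMRA Cdk5 AP-1 oligo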
* = called active by the depositor; u = inconclusive; x = not tested or not shown. Compounds were not picked by outcome, and some 4.1% of all compounds hit somewhere here.

#	compound	Rtt109 HAT inh	CAL PDZ FP-1	MITF act	V-ATPase pH	Wnt bcat act	CAL PDZ FP-2	Tat transport	CDK5 p35 inh	cardiac RTF act	dFosB activator
1	NC(=O)c1cccnc1Oc1ccccc1	3	-0.6	2	-3	-4	-3	-3	-1.1	3	-7
2	COc1ccc(CNCCS(=O)(=O)NC2CCCC2)cc1	12	-0.5	10	-1	4	0	1	0.4	0	-3
3	Oc1ccccc1CN1CCC(C(O)(c2ccccc2)c2ccccc2)CC1	1	-1.9	-7	-2	-1	-2	-1	-1.3	2	-9
4	CCCC(C(=O)NCc1ccco1)N(CC1CCCO1)C(=O)CNS(=O)(=O)c1ccc(F)cc1 (stereo not given)	-9	-2.0	-6	-2	2	-3	-8	1.5	0	-5
5	CC(=O)c1sc(NC(=O)c2ccc(C)cc2)nc1C	-4	-1.4	49	-2	x	-1	0	1.2	-3	5
6	COc1cc(/C=C/c2noc(-c3ccccc3O)n2)ccc1OC(C)=O	5	-0.2	u	-1	u	-1	-1	-0.7	-1	-4
7	CC1CC(C)(C)NC(=S)N1CC(=O)N1CCN(Cc2ccc3c(c2)OCO3)CC1 (stereo not given)	2	-1.4	-4	-2	0	2	-5	1.7	-6	-11
8	CCCC(=O)Nc1ccc(C(=O)NCC(=O)OCC)cc1	-3	-3.5	3	-1	x	-9	0	1.0	0	-16
9	COc1c(Cl)ccc(Cl)c1C(=O)OCC(=O)O	41	-2.6	4	-4	-1	-4	-3	4.0	-9	-2
10	Cc1nc(Cl)cc(N/N=C/c2ccccc2)n1	-6	-1.2	x	2	3	0	2	-4.1	-4	-4
11	O=C(COC(=O)C1CCC(=O)N1)Nc1cc(Cl)ccc1Cl (stereo not given)	-5	-0.3	-20	0	-2	-4	2	-0.5	-2	2
12	O=C1C=C(O)C(n2cncn2)C(c2cc(F)ccc2F)C1 (stereo not given)	-24	0.3	-6	0	0	-3	-1	0.5	8	-4
13	O=C(Nc1ccccc1N1CCOCC1)c1ccc2ccccc2c1	6	-3.4	-13	-1	5	-8	10	-1.3	0	-10
14	O=C(CCN1C(=O)c2ccccc2S1(=O)=O)Nc1ccc(C(=O)O)cc1	6	0.3	x	-3	-3	x	6	-0.6	3	-1
15	COc1ccc(C(=O)N[C@H](C(=O)NCc2ccc(C)cc2)C(C)C)cc1	-14	-1.6	9	1	-2	2	5	-1.3	-1	-2
16	COc1ccccc1CCC(=O)Oc1ccc(C#N)cc1OC	22	-1.7	-3	2	4	-6	-3	0.6	-1	-6
17	CCOc1ccc(N(CC(=O)NCCSCc2ccccc2Cl)S(C)(=O)=O)cc1	-3	-0.3	2	0	1	-3	14	-0.4	-2	-15
18	C/C(=N\NC(=O)CN(c1ccccc1)S(C)(=O)=O)c1ccccc1O	0	-0.7	-11	-3	-1	x	3	-2.2	0	-1
19	O=S(=O)(Cc1cc(Cl)nc(-c2cccnc2)n1)c1ccccc1	4	0.5	-41	8	x	-9	-8	0.7	7	-9
20	N#Cc1cc(C(=O)c2ccccc2O)cn(-c2ccc(Cl)cc2)c1=O	7	-1.0	-1	1	-11	1	3	0.7	x	-2
21	COc1ccccc1C(=O)Nc1nnc(S(=O)(=O)N2CCN(c3ccc(F)cc3)CC2)s1	-2	-1.8	-5	6	-5	5	-6	0.7	-3	-12
22	COc1cc(/C=N/NC(=O)c2cc(-c3ccccc3OC(C)C)nc3ccccc23)ccc1O	1	-0.3	6	-3	-11	-5	-5	0.8	5	-2
23	CC(C)c1ccc(S(=O)(=O)N2CCC(C(=O)NCC3(N(C)C)CCCCC3)CC2)cc1	6	-1.1	6	1	0	-4	-6	0.6	-4	-5
24	CCOc1ccc(-n2c(C)nnc2SCC(=O)N(CC)CC)cc1	-10	-0.4	x	-1	-1	-1	1	0.3	7	1
25	CCOC(=O)c1c(C)[nH]c(C(=O)OCC(=O)NCc2ccccc2)c1C	-4	0.7	16	-2	-1	0	1	-0.4	-2	12
26	Cn1c(=O)c2[nH]c(SCc3cccnc3)nc2n(C)c1=S	-3	-0.5	4	2	0	1	-5	0.1	-4	6
27	Cc1ccccc1C(=O)N1CCCC(N2CCN(Cc3ccc4c(c3)OCO4)CC2)C1 (stereo not given)	2	-0.5	-4	-3	2	x	20	1.1	-6	6
28	CCc1c(C)sc(NC(=O)C2CC2)c1C(=O)OC(C)C	1	-0.1	0	-1	-1	0	11	-0.2	1	-9
29	COc1ccc(CC2(CO)COc3ccccc3C2=O)cc1 (stereo not given)	-2	-0.2	-19	2	-6	-5	2	0.2	2	-1
30	O=C(NC(=S)N(CCO)Cc1ccccc1)c1ccc(F)cc1Cl	7	-0.6	1	3	-2	-6	-1	-0.5	-2	-3
31	CN1CCN(c2ccc(NC(=O)c3cc(Cl)c4c(c3)OCCO4)cc2)CC1	-1	0.5	48	4	5	x	-3	0.4	-2	9
32	CCC1(C)Cc2c(sc3nnn(CC(=O)Nc4ccccc4)c(=O)c23)CO1 (stereo not given)	25	-2.9	1	1	-3	-2	11	1.6	3	1
33	CSc1n[nH]c(-c2sccc2OCc2ccc(C)cc2)n1	x	-3.6	x	2	x	-5	4	-0.2	-2	3
34	S=C(NCCCCNC(=S)NCc1ccccc1)NCc1ccccc1	-10	-0.8	6	2	-2	x	3	-0.6	-3	-3
35	COc1ccc(-c2csc(N(CCCN(C)C)C(=O)c3ccccc3F)n2)cc1	-4	-2.9	x	4	-1	-18	-3	0.4	-5	6
36	CCN1CCN(C(CNS(=O)(=O)c2ccccc2)c2cccnc2)CC1 (stereo not given)	3	-0.1	-2	-3	-4	-3	-4	-1.5	0	1
37	Cc1ccc(CC(NC(=O)c2ccccc2)C(=O)NC(CC(C)C)C(=O)O)cc1 (stereo not given)	-18	-1.9	-1	-1	-1	-3	4	1.4	2	2
38	COc1ccc2c(-c3ccccc3)cc(SCC(N)=O)nc2c1	2	-0.6	-14	-3	18	6	3	0.6	5	-39
39	CCCn1c(SCC(=O)N2CCCc3ccccc32)nc2c1c(=O)n(C)c(=O)n2C	-11	-1.6	8	0	-9	-4	3	-1.2	4	-3
40	Cc1oc(-c2cc(Cl)cc(Cl)c2)cc1C(=O)NCCc1ccccc1	-7	-0.9	2	-1	x	-2	-3	-0.4	4	-1
41	O=C(NCc1ccc2c(c1)OCO2)c1ccc(C2SCC(=O)N2Cc2ccco2)cc1 (stereo not given)	-7	-0.1	x	4	-6	-1	3	-1.1	4	-20
42	COc1ccccc1N1CC(C(=O)Nc2cccc(C(=O)O)c2)CC1=O (stereo not given)	-8	0.2	5	-5	-1	0	-10	-1.1	-3	7
43	O=C(CC(Nc1cccc(Cl)c1Cl)C(=O)OCC(=O)c1cccs1)c1ccccc1 (stereo not given)	9	-0.4	-5	-1	9	-1	4	-0.9	1	1
44	CCN(CC)S(=O)(=O)c1cc(NC(=O)C(C)N2CCN(Cc3ccc4c(c3)OCO4)CC2)ccc1C (stereo not given)	-17	0.2	15	3	-3	-1	1	-1.8	3	-8
45	CN1CCN(/C=C2\SC(=S)NC2=O)CC1	34	-0.1	-3	4	x	-1	-10	-1.2	7	3
46	Cc1ccc(N=Nc2c(C)[nH]n(-c3ccccc3)c2=O)cc1Br	-4	-0.3	x	1	0	-3	1	0.1	-8	2
47	Cc1n[nH]c(=S)n(/N=C/c2cccs2)c1=O	-1	-3.5	x	-2	-3	x	-7	-1.2	2	-2
48	O=C(Nc1sc2c(c1C(=O)NCc1cccnc1)CCCC2)c1ccco1	-3	-1.6	20	0	3	-3	-5	-1.2	4	-13
49	CCCCc1ccc(NC(=S)N2CCCC(CO)C2)cc1 (stereo not given)	2	1.2	105*	0	x	-1	-8	-0.3	-1	-6
50	Cc1nn(C)c(C)c1S(=O)(=O)N(CC(=O)NCc1cccs1)c1ccc(C(C)C)cc1	-9	-0.8	9	2	-1	x	-4	0.5	-3	-6
51	CCc1ccc(NC(=O)C(=O)NCCN2CCN(C(=O)c3ccco3)CC2)cc1	-4	-0.4	-20	-5	x	-2	-7	1.2	-7	5
52	Cc1ccc(C(CC(=O)N2CCCC2)c2ccccc2)c(O)c1 (stereo not given)	2	-0.9	-5	1	0	-4	-2	1.4	0	-3
53	CC(=O)Nc1ccc(NC(=S)NC(=O)C2CC2)cc1	19	-2.5	-7	-2	3	-3	-3	1.5	3	-4
54	CC(C)c1nc(Cl)c(C#N)c2c1CCC2	-13	0.4	0	-2	-1	0	2	-0.5	-6	-1
55	COc1ccccc1S(=O)Cc1ccc(C(=O)NCCc2ccc(Cl)cc2)o1 (stereo not given)	-17	0.0	0	4	-4	9	-4	-3.6	3	-4
56	COCCCNC(=O)c1ccc(N2CCCC2)c(NS(=O)(=O)c2ccc(C)cc2)c1	-1	-0.4	23	-3	6	2	0	0.5	-2	-5
57	CC(=O)c1sc(NC(=O)C=C(C)C)nc1C	1	-0.7	35	-2	x	x	-6	0.3	-5	-5
58	O=C1OCC(c2ccccc2)=C1c1ccc(S(=O)(=O)N2CCOCC2)s1	5	-1.2	-8	-3	x	-4	-3	-0.4	-1	-6
59	CCOCCCn1c(SCC(=O)N(C)C2CCS(=O)(=O)C2)nc2ccccc2c1=O (stereo not given)	-7	0.1	2	-7	0	x	2	-1.1	3	-9
60	CN(C)/C=C/C(=O)c1ccc(-c2ccc(Cl)cc2Cl)o1	-3	-2.0	36	-1	-3	0	7	0.9	2	-4

(listing goes on)
#	compound	Rtt109 HAT inh	CAL PDZ FP-1	MITF act	V-ATPase pH	Wnt bcat act	CAL PDZ FP-2	Tat transport	CDK5 p35 inh	cardiac RTF act	dFosB activator
61	O=S(=O)(O)c1ccc2c(c1)C(C(Cl)(Cl)Cl)OC(C(Cl)(Cl)Cl)O2 (stereo not given)	-12	-0.1	-13	-2	-4	x	1	-2.8	-1	-6
62	Cc1cccc(NC(=S)NNC(=O)c2nn(C)cc2Cl)c1	-2	0.2	-4	1	5	-8	-7	1.0	1	-8
63	O=C(Nc1cccc(F)c1)c1ccccc1-c1ccccc1	-6	-2.7	6	-1	x	-2	-2	-1.3	-6	-2
64	COc1cc(CCC(=O)NCc2ccc(S(N)(=O)=O)cc2)cc(OC)c1OC	3	-0.7	6	2	2	-1	6	-1.6	0	3
65	CCc1ccccc1NC(=O)c1cc(-c2ccco2)on1	1	-1.1	35	-8	2	-6	13	2.7	-6	-6
66	O=C(NC1CCCCC1)c1cccc(N2C(=O)CCC2=O)c1	-4	-0.7	2	-2	12	1	-2	-0.7	4	4
67	CN(CC(=O)Nc1cccc(F)c1)CC(=O)N(C)CC(=O)Nc1ccccc1Br	2	0.7	-9	1	0	x	1	-2.7	1	-4
68	CC(C(=O)OCC(=O)Nc1cccc(S(=O)(=O)N(C)C)c1)N1C(=O)c2ccccc2C1=O (stereo not given)	4	-0.6	-9	4	1	2	-1	1.2	-3	-6
